# NCOA2 inhibitor: human SRC2 (NCOA2) inhibition | Q15596 | HEK293 GAL4-SRC2 luciferase reporter, luminescence | AID 651957 | 370,000 tested, 0.17% active | inhibition, % at 9 µM;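 active means inhibition above the mean inhibition of all tested compounds plus 3 SD, set per campaign, cut at about 52% in these data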;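 further: 0% = DMSO treated cells and 100% = cells given Gossypol at 36 µM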
# LMP1 NFkB inh: inhibitors of Epstein-Barr LMP1-induced NF-kappaB reporter; LMP1-induced NF-kappaB luciferase reporter cells, luminescence; inhibition, % at 12.5 µM; 350,000 tested, 0.69% active; AID 504558; in the data active means inhibition above about 41%;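 further: 0% = neutral control wells and 100% = reference inhibitor control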
# ABHD5 PLIN5 PPI: blocks binding of human ABHD5 to perilipin-5. inhibition, % at 4 µM. 360,000 tested, 0.78% active. Split G. princeps luciferase complementation, luminescence, 4 h;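 active means inhibition above the mean inhibition across every tested compound plus 3 SD, cut at about 22% in these data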;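 further: 0% = DMSO only wells and the 100% control is not disclosed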
# TLR9-MyD88 inh: inhibitors of human TLR9-MyD88 binding | Q9NR96+Q99836 | CHO BLA complementation TLR9-MyD88, CCF4 FRET ratio | inhibition, % at 4.98 µM | 340,000 tested, 0.21% active;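 active means inhibition above the mean over all tested compounds plus 3 SD, cut at about 21% in these data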;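 further: 0% = DMSO only wells and 100% = clavulanate BLA inhibitor control wells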
# NCOA3 inh: inhibitors of human steroid receptor coactivator 3 (SRC3); HEK293 GAL4-SRC3 luciferase reporter, luminescence; inhibition, % at 3.6 µM; 360,000 tested, 0.17% active; AID 588352;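 active means inhibition above a per-campaign cutoff, the mean of all compounds plus 3 SD, cut at about 60% in these data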;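 further: 0% = DMSO-treated cells and 100% = gossypol-treated cells at 36 µM; higher means less SRC3-driven luciferase light from the GAL4 reporter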
# Target sequence (Q9Y6Q9 whole entry, looked up, the tested form may be a part): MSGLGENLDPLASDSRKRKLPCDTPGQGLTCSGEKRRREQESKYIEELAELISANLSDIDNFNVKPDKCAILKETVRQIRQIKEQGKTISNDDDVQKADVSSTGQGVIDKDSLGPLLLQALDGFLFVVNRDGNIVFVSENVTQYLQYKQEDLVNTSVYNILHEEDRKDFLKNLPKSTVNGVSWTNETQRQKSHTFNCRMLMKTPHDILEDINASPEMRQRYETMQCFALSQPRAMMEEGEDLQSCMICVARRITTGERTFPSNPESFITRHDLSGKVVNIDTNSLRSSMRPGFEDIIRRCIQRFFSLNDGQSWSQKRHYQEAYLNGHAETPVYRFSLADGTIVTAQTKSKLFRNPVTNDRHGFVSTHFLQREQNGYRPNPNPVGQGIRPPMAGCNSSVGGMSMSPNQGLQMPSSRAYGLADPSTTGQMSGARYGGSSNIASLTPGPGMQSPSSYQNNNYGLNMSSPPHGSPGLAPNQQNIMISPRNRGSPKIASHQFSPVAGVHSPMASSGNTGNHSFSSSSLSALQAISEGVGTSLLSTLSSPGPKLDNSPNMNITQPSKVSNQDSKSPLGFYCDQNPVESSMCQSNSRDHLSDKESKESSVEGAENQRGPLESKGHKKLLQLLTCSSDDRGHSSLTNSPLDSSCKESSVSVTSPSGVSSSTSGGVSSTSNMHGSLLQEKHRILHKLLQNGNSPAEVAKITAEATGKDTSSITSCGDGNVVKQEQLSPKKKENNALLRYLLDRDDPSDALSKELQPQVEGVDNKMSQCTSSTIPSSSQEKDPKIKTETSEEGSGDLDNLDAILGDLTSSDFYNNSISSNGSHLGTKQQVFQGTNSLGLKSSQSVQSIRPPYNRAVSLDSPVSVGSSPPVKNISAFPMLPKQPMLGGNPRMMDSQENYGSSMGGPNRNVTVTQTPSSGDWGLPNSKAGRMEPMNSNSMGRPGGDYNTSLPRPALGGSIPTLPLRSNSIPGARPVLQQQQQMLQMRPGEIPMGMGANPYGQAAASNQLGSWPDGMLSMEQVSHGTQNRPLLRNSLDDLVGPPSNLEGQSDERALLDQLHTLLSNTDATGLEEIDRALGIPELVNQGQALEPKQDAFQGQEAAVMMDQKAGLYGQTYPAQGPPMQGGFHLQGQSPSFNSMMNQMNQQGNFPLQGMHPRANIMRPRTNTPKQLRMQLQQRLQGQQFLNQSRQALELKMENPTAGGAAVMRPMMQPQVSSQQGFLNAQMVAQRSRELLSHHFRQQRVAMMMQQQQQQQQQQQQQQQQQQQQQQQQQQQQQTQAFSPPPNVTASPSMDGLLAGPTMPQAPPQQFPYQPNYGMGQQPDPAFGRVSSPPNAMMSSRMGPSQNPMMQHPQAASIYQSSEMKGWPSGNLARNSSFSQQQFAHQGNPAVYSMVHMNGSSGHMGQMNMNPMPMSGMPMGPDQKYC
# SRC1 inh: human NCOA1 inhibition; Q15788; HEK293 GAL4-SRC1 luciferase reporter, luminescence; inhibition, % at 3.6 µM; 360,000 tested, 0.12% active; AID 588354;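 active means inhibition above the campaign mean plus 3 SD, with each screening campaign given its own cutoff, cut at about 60% in these data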;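 further: 0% = DMSO treated cells and 100% = gossypol at 36 µM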
# COUP-TFII inh: blocks human COUP-TFII nuclear receptor; inhibition, % at 8.6 µM; HEK293T NGFI-A luciferase reporter, luminescence; 370,000 tested, 0.7% active; AID 686940;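 active means inhibition above a per-plate cutoff, mean inhibition of test wells between control levels plus 3 SD, cut at about 38% in these data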;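 further: cells cotransfected with COUP-TFII expression vector driving the NGFI-A reporter; 0% = median of COUP-TF2 test wells and 100% = reporter-only cells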
# MC4R ag barr: activates human MC4R beta-arrestin recruitment. P32245. activation, % at 8.9 µM. 360,000 tested, 0.98% active. U2OS MC4R beta-arrestin complementation, luminescence; percent of melanotan II response, DMSO zero;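 active means activation above a per-plate cutoff, the mean activation of sample wells on that plate plus 3 SD, cut at about 8% in these data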
# NOD2 RIPK2 PPI: NOD2-RIPK2 protein interaction inhibition; AID 624267; O43353; CHO BLA complementation NOD2-RIPK2, CCF4 ratio; 360,000 tested, 0.38% active; inhibition, % at 4.98 µM; in the data active means inhibition above about 21%;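 further: 0% = vehicle only and 100% = reference blocker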
# MC4R antagonist: antagonists of human melanocortin 4 receptor (MC4R); P32245; MC4R-expressing cells, MTII-stimulated cAMP, LANCE TR-FRET; inhibition, % at 6.5 µM; 360,000 tested, 0.48% active; AID 540295;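 active means inhibition above its plate's cutoff, the mean of tested wells on that plate plus 3 SD, cut at about 29% in these data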;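 further: 0% = Melanotan II alone and 100% = Melanotan II plus saturating MCL0020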
#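 Test system: U2OS cells stably expressing human melanocortin 4 receptor (MC4R); also added: Melanotan II challenge; compound: 6.5 µM single dose; timing: 30-min compound preincubation, 1-h Melanotan II challenge, 1-h detection, room temperature; signal: Eu-cAMP/anti-cAMP TR-FRET, emission 671 nm; repeats: one well per compound, no replicates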
# LRH-1 inv ag: inverse agonists of human LRH-1 (NR5A2). O00482. HEK293T StAR-luciferase reporter, LRH-1 transfected, 24 h. inhibition, % at 3.6 µM. 360,000 tested, 0.13% active;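 active means inhibition above the mean inhibition of all tested compounds plus 3 SD, cut at about 73% in these data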;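 further: 0% = DMSO wells and 100% = reporter-only cells lacking LRH-1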
# Active calls of the source: *; x = not tested or not shown.
# The first 9 compounds (preview)
# Fields – NCOA2 inhibitor	LMP1 NFkB inh	ABHD5 PLIN5 PPI	TLR9-MyD88 inh	NCOA3 inh	SRC1 inh	COUP-TFII inh	MC4R ag barr	NOD2 RIPK2 PPI	MC4R antagonist	LRH-1 inv ag
[1] O=C(O)C1CCN(C(=O)COc2ccc3c4c(c(=O)oc3c2)CCC4)CC1
  2	2	7	-2	-4	-7	-4	-0.1	1	6	-18
[2] CC(C)c1ccc(OCc2ccc(C(=O)O)o2)cc1
  x	8	-2	1	-67	-96	x	0.5	-10	10	-212
[3] Cn1c(Cl)c(/C=N/OC(=O)c2cccc(Cl)c2)c2ccccc21
  -7	2	-5	-7	-8	-6	-27	0.3	-1	3	1
[4] CCOC(=O)c1c(NC(=O)CSc2nnnn2C)sc(C)c1C
  22	-9	-2	2	3	-3	5	-1.3	-1	5	-8
[5] C=CC[C@@H](CC(=O)N(CCO)Cc1ccccc1)C(=O)N[C@H](COC(=O)[C@@H](CC=C)CC(=O)OC(C)(C)C)Cc1c[nH]c2ccccc12
  -33	-4	-5	-4	3	-11	14	1.2	0	11	-5
[6] Cc1ccccc1SCC(=O)NNC(=O)c1ccncc1
  2	7	-7	1	0	-33	8	-3.5	0	9	3
[7] COc1ccc(C(=O)N2N=C(c3cccc(OC)c3)CC2(O)C(F)(F)F)cc1 (configuration not stated)
  -11	-21	-9	0	5	2	6	1.7	-5	-2	5
[8] Cc1ccc(-n2nnnc2SCC(=O)NC2CC2)cc1C
  16	8	4	0	-16	-8	-17	0.2	-5	4	-12
[9] CSc1ccc(CN2CCN(C(C)C)C(CCO)C2)cc1 (configuration not stated)
  -10	9	3	8	2	10	-9	-2.5	-13	-2	-4

# This part in full, from the start:
# Fields – NCOA2 inhibitor	LMP1 NFkB inh	ABHD5 PLIN5 PPI	TLR9-MyD88 inh	NCOA3 inh	SRC1 inh	COUP-TFII inh	MC4R ag barr	NOD2 RIPK2 PPI	MC4R antagonist	LRH-1 inv ag
[1] O=C(O)C1CCN(C(=O)COc2ccc3c4c(c(=O)oc3c2)CCC4)CC1
  2	2	7	-2	-4	-7	-4	-0.1	1	6	-18
[2] CC(C)c1ccc(OCc2ccc(C(=O)O)o2)cc1
  x	8	-2	1	-67	-96	x	0.5	-10	10	-212
[3] Cn1c(Cl)c(/C=N/OC(=O)c2cccc(Cl)c2)c2ccccc21
  -7	2	-5	-7	-8	-6	-27	0.3	-1	3	1
[4] CCOC(=O)c1c(NC(=O)CSc2nnnn2C)sc(C)c1C
  22	-9	-2	2	3	-3	5	-1.3	-1	5	-8
[5] C=CC[C@@H](CC(=O)N(CCO)Cc1ccccc1)C(=O)N[C@H](COC(=O)[C@@H](CC=C)CC(=O)OC(C)(C)C)Cc1c[nH]c2ccccc12
  -33	-4	-5	-4	3	-11	14	1.2	0	11	-5
[6] Cc1ccccc1SCC(=O)NNC(=O)c1ccncc1
  2	7	-7	1	0	-33	8	-3.5	0	9	3
[7] COc1ccc(C(=O)N2N=C(c3cccc(OC)c3)CC2(O)C(F)(F)F)cc1 (configuration not stated)
  -11	-21	-9	0	5	2	6	1.7	-5	-2	5
[8] Cc1ccc(-n2nnnc2SCC(=O)NC2CC2)cc1C
  16	8	4	0	-16	-8	-17	0.2	-5	4	-12
[9] CSc1ccc(CN2CCN(C(C)C)C(CCO)C2)cc1 (configuration not stated)
  -10	9	3	8	2	10	-9	-2.5	-13	-2	-4
[10] Cc1c(C(=O)OCC(=O)N2CCCC2)cccc1[N+](=O)[O-]
  -2	-4	11	10	-10	9	19	-1.3	7	14	-10
[11] CC(Sc1nnc(NC(=O)c2cc3ccccc3oc2=O)s1)c1ccccc1 (configuration not stated)
  5	8	4	-4	-9	-15	21	-0.7	13	2	-3
[12] Cc1cc(C(=O)CN2CCCC(C)C2)c(C)n1-c1ccc(F)cc1 (configuration not stated)
  -31	-8	4	2	-58	-47	-23	-2.3	1	-8	-17
[13] O=C(Nc1cccc([N+](=O)[O-])c1)ONC1=NCCCCC1
  9	-5	11	4	4	3	3	2.7	2	6	-5
[14] COc1ccc2oc(=O)c(C(=O)NCc3ccc(F)cc3)cc2c1
  20	14	2	8	-6	21	3	-1.2	-10	-10	-20
[15] O=C1C(=O)N(c2ccccn2)C(c2cccc([N+](=O)[O-])c2)/C1=C(/O)c1ccc(Br)cc1 (configuration not stated)
  12	8	-2	-4	-3	-6	-14	-1.2	-1	0	1
[16] Cc1ccc(S(=O)(=O)NC(C)C(=O)NC2CCCCCC2)cc1 (configuration not stated)
  -12	-3	1	5	25	-8	-4	-0.6	15	0	-11
[17] O=C(Nc1nnc(S(=O)(=O)N2CCOCC2)s1)c1cccc(Br)c1
  -13	0	-5	-2	-27	2	0	-0.5	-9	4	-13
[18] O=C1N[C@@H](Cc2ccccc2)C(=O)N2[C@@H]3N(S(=O)(=O)c4ccccc4)c4ccccc4[C@]3(Br)C[C@@H]12
  -8	1	6	-2	-7	-13	3	2.4	-8	11	18
[19] COc1ccc(C2(O)CCN(CC(=O)Nc3nccs3)CC2)c(OC)c1
  7	-4	2	9	9	-10	-9	0.3	-8	-3	24
[20] Cc1c(NCc2cc(Cl)cc(Cl)c2O)c(=O)n(-c2ccccc2)n1C
  5	4	2	4	14	-12	5	-0.2	-2	5	8

# (more compounds)
nr	Structure	NCOA2 inhibitor	LMP1 NFkB inh	ABHD5 PLIN5 PPI	TLR9-MyD88 inh	NCOA3 inh	SRC1 inh	COUP-TFII inh	MC4R ag barr	NOD2 RIPK2 PPI	MC4R antagonist	LRH-1 inv ag
21	Cn1c(SCC(=O)Nc2ccccc2F)nc2c(c1=O)SCC2	5	10	-3	-7	3	-27	13	-0.2	-13	12	-14
22	Cc1cc2ncc(C(=O)Nc3ccsc3C(=O)O)c(C)n2n1	24	10	2	1	-2	-18	5	-1.9	-15	0	0
23	C=CCn1c(C(C)C)nc2ccccc21	-6	7	-1	-16	30	-11	10	-3.5	0	-3	-11
24	CCC(C)NCCCOc1c(C)cc(C)cc1Br (configuration not stated)	-8	-4	5	13	2	2	-7	-1.3	2	4	8
25	Cc1ccc(Nc2c(-c3ccco3)nc3nc(C)cc(C)n23)cc1	12	11	-1	-2	8	-9	-1	2.3	-12	8	-4
26	NC(=O)NC(=O)C(c1ccccc1)N1CCN(S(=O)(=O)Cc2ccccc2)CC1 (configuration not stated)	-1	2	-22	-6	-3	2	7	-0.9	1	-2	5
27	CC(C)(C)OC(=O)N1CCC(NC(=O)c2[nH]cnc2C(=O)Nc2ccon2)CC1	7	-2	-31	-9	-7	-19	-10	-0.3	-4	6	-27
28	CC(=O)Nc1ccc(C=Cc2ccc([N+](=O)[O-])cc2)cc1	-37	-20	8	14	-77	-43	-26	-2.7	24*	1	-34
29	CCOc1ccc(OCC)c(NS(=O)(=O)c2ccc3c(c2)n(C)c(=O)c(=O)n3C)c1	12	-12	-2	-3	-10	-2	-13	-1.1	-2	11	-1
30	CC1=CCC2C(=O)N(c3cccc(C(=O)Nc4ccc(Cl)cc4)c3)C(=O)C2C1 (configuration not stated)	8	3	-3	-3	5	6	-9	-2.9	9	-2	-25
31	Cc1ccc2c(c1)C(=O)CC(O)(C(F)(F)F)O2 (configuration not stated)	-4	2	6	3	15	18	-7	0.2	-5	3	13
32	O=C(CCCN1C(=O)c2ccccc2C1=O)N1CCOCC1	-4	0	0	-4	3	-5	0	-0.6	0	5	-17
33	Cc1cccc(C)c1OCC(O)CNS(=O)(=O)c1ccccc1C(=O)N1CCCCC1 (configuration not stated)	-15	3	3	0	18	-20	12	-2.0	0	1	0
34	COc1ccc(NC(=S)N2CCCN(Cc3cccc(Cl)c3)C2)cc1	-14	-4	-4	1	13	-5	-10	-0.4	-7	5	0
35	CC(=O)N(C)c1cc([N+](=O)[O-])ccc1OCc1ccccc1	2	-1	1	-16	10	3	-2	-0.1	-10	2	11
36	COc1cc(C(=O)NC2CCN(Cc3nnnn3Cc3ccc(F)cc3)CC2)cc(OC)c1OC	-13	8	3	7	11	12	3	-0.2	5	10	21
37	COc1ccccc1C1(CC(=O)Nc2nccs2)CCOC(C(C)C)C1 (configuration not stated)	33	-15	6	-7	20	10	12	-0.1	2	1	1
38	O=C(COC(=O)CCC(=O)c1ccc(F)cc1)NC1CCCCC1	-26	18	-5	0	16	1	-8	1.2	11	1	12
39	O=S(=O)(c1ccccc1)[C@@]1(c2ccc(Br)cc2)C[C@@H]2ON=C(c3ccccc3)[C@@H]2C1	-13	-2	-4	-1	3	-30	-3	1.0	4	9	-13
40	COCCN1C(=O)c2ccc(C(=O)Nc3cccnc3)cc2C1=O	-38	-6	1	0	4	-13	-2	-3.9	-7	3	-7
41	COc1ccc(/C=N/N2C(=O)c3ccccc3C2=O)cc1	12	2	1	13	-1	6	14	1.5	3	8	2
42	Cc1nc2ccccc2c2oc(C(=O)NCCCN3CC(C)CC(C)C3)cc12 (configuration not stated)	-32	-12	-4	3	-2	-34	-22	-0.6	3	-3	-16
43	O=C(Nc1ccncc1)Nc1ccccc1Cl	2	5	1	4	-7	-13	0	0.8	-9	-1	10
44	COc1ccccc1N1CCN(C(=O)C(=O)c2cccc([N+](=O)[O-])c2)CC1	-53	x	1	x	x	x	-11	x	-7	x	-11
45	COc1ccc(NC(=O)Cn2nnc(-c3ccccc3NC(=O)c3cccs3)n2)cc1	6	-4	-4	-2	20	-35	-8	-0.4	3	-11	8
46	COc1ccc(-c2csc(NC(=O)CSC(C)C(=O)Nc3cc(C)on3)n2)cc1OC (configuration not stated)	-16	7	-3	3	23	-13	6	0.2	14	6	-1
47	O=C(Cn1c(NCCCO)nc2ccccc21)c1cccc(Br)c1	2	6	5	-12	7	4	6	-0.5	-6	6	4
48	COc1ccc(N2CC(O)(c3ccc(C)cc3)[N+]3=C2CCCC3)cc1 (configuration not stated)	-7	5	2	7	8	-7	10	-0.7	-7	-3	-19

# Not all compounds are listed; the hit share may differ from the screen's.
